High-throughput results (PubChem BioAssay)
M4 ag: agonists of human muscarinic M4 receptor (CHRM4) | P08173 | CHO-K1 hM4/Gqi5, Fluo-8 calcium fluorescence; vehicle 0%, full acetylcholine response 100% | activation, % at 3 µM | 360,000 tested, 0.14% active | AID 624127;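 active = activation above the run mean over all test wells plus 3 SD, cut at about 32% in these data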;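 also: peak over basal fluorescence ratio per well then scaled between controls; 0% = DMSO wells and 100% = acetylcholine at EC100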
Target sequence (P08173 whole entry, looked up): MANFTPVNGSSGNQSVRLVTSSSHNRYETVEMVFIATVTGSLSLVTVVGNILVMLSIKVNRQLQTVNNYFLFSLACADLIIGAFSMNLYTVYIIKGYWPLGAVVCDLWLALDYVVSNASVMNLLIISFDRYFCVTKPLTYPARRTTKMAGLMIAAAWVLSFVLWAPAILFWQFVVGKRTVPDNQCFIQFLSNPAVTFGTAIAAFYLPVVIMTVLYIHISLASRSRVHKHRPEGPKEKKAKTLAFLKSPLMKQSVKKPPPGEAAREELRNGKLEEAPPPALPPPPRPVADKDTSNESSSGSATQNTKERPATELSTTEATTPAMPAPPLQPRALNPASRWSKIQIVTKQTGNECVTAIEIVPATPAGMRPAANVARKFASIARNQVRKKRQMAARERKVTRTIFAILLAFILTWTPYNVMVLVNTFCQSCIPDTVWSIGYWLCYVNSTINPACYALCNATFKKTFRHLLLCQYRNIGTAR
CHRM4 PAM: potentiates acetylcholine response at human M4 receptor | P08173 | CHO-K1 hM4/Gqi5, Fluo-8 calcium fluorescence, ACh EC20; 0% = ACh EC20, 100% = maximal ACh | activation, % at 3 µM | 360,000 tested, 0.4% active | AID 624126;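 active = activation above its plate's cutoff, the mean activation of sample wells plus 3 SD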; also: some results filed as inactive read as strong as hits
M4 antag: CHRM4 antagonism in calcium assay | P08173 | CHO-hM4 cells, ACh EC80, Fluo-8 calcium fluorescence | inhibition, % at 3 µM | 360,000 tested, 0.73% active;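 active = inhibition above its plate's cutoff, the mean inhibition of sample wells plus 3 SD, cut at about 27% in these data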;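 also: 0% = acetylcholine EC80 with DMSO and 100% = DMSO without agonist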
M5 antag: blocks acetylcholine activation of human M5 receptor; P08912; CHO-hM5 cells, Fluo-8 calcium fluorescence, ACh EC80; inhibition, % at 3 µM; 360,000 tested, 0.59% active;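 active = inhibition above a per-plate cutoff, the mean of that plate's test compounds plus 3 SD, cut at about 27% in these data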;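 also: 0% = acetylcholine EC80 with DMSO and 100% = DMSO without agonist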
Target sequence (P08912 whole entry, looked up): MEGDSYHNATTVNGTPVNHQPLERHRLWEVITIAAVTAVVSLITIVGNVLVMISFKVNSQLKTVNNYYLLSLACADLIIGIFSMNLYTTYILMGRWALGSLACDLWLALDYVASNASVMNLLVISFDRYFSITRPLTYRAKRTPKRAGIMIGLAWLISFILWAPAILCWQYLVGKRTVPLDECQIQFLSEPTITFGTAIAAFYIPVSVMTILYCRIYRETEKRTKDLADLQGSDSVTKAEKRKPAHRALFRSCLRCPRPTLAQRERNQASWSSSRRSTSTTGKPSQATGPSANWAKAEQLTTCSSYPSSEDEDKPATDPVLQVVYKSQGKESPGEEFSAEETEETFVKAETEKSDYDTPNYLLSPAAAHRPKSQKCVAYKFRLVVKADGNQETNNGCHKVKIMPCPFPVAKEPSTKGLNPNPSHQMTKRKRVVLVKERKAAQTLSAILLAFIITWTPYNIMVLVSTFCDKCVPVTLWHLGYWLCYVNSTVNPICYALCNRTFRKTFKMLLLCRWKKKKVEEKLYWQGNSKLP
M5 ag: agonists of human muscarinic M5 receptor (CHRM5); P08912; CHO-K1 hM5 cells, Fluo-8 calcium fluorescence; 0% DMSO wells, 100% maximal acetylcholine response; activation, % at 3 µM; 360,000 tested, 0.19% active; AID 624037;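 active = activation above the run's mean over test compounds plus 3 SD, cut at about 23% in these data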;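 also: signal is peak over basal fluorescence ratio across the kinetic read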
CHRM5 PAM: CHRM5 positive allosteric modulation. 360,000 tested, 0.3% active. activation, % at 3 µM. AID 624038. CHO-K1 hM5, Fluo-8 calcium, ACh EC20 PAM; 0% = ACh EC20, 100% = ACh EC100;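 active = activation above the run cutoff, the mean activation of all test compounds plus 3 SD, cut at about 18% in these data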
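System: CHO-K1 cell line with stable human muscarinic M5 receptor expression | Also added: EC20 acetylcholine as agonist stimulus | Compound: One concentration, 3 µM final (nominal) | Timing: Fluo-8 loading 80 min at 37 °C plus 30 min room temperature | Measured by: Fluo-8 calcium dye fluorescence, kinetic read | Read-out basis: % activation, ACh-normalized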
CHO-K1 Ca ag: M1 agonist counterscreen hit in parental CHO-K1 cells; Fluo-8 calcium fluorescence; scaled to maximal ATP response, vehicle zero; 360,000 tested, 0.48% active; activation, % at 3 µM; in the data active = activation above about 15%;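 also: untransfected CHO-K1 host cells lacking M1 receptor as counterscreen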
CHO-K1 Ca antag: nonselective inhibitor or artifact in parental CHO-K1 cells | inhibition, % at 3 µM | AID 602250 | 360,000 tested, 0.6% active | ATP-induced calcium, Fluo-8 fluorescence;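 active = inhibition above a per-plate cutoff, the plate's mean sample inhibition plus 3 SD, cut at about 24% in these data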;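 also: 0% = DMSO plus EC80 ATP and 100% = DMSO alone without ATP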
M1 PAM parental: nonselective activator or artifact in parental CHO-K1 calcium assay; ATP EC20, Fluo-8 calcium fluorescence; 0% at ATP EC20, 100% at ATP max; activation, % at 3 µM; AID 602247; 360,000 tested, 0.02% active;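 active = activation above the run cutoff, the mean activation of all test compounds plus 3 SD, cut at about 40% in these data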;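 also: peak over basal fluorescence ratio in a 140 s read after ATP addition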
Numbers without * were called inactive; & = joins results of further samples.

SMILES	M4 ag	CHRM4 PAM	M4 antag	M5 antag	M5 ag	CHRM5 PAM	CHO-K1 Ca ag	CHO-K1 Ca antag	M1 PAM parental
CN(C(=O)CNc1ccccc1Cl)C1CCS(=O)(=O)C1 (stereo unspecified)	1	12	-1	8	3	-2	1.2	-12	10
CS(=O)(=O)N(Cc1ccccc1)c1ccc(C(=O)NC2CCCCC2O)cc1 (stereo unspecified)	3	3	6	3	3	-5	0.7	2	4
COC(=O)CCC(=O)c1oc2ccc(OC)cc2c1N	2	-3	12	-7	1	2	0.2	0	11
COC(=O)c1cc(S(=O)(=O)NCCc2cccc(C)c2)cn1C	4	6	-5	2	0	0	3.5	-9	2
COc1ccc(NC(=O)CN2CCCN(S(=O)(=O)c3ccc(F)cc3)CC2)c(OC)c1	7	2	0	6	4	5	2.8	5	10
CCNC(=S)N=Nc1c(O)n(Cc2ccc(Cl)cc2)c2ccccc12	-1	-3	-6	1	-2	-3	0.2	13	-11
O=C(/C=C/c1ccccc1)NCC(=O)N/N=C/c1ccco1	0	3	-8	3	-4	-6	0.1	2	4
COc1ccc(N(CC(=O)NCc2ccco2)S(=O)(=O)c2ccc(C)cc2)cc1OC	1	0	6	6	-3	0	1.6	-11	14
Cc1nn(-c2ccccc2)c(N)c1N=Nc1cccnc1	1	0	4	1	0	2	-0.2	-4	17
COc1cc2c(cc1OC)C(C(=O)Nc1cc(C)c(OC)c(C)c1)CC(=O)N2 (stereo unspecified)	1	7	-3	-6	3	4	0.1	-9	13
COc1ccc(N2C(=O)CC(N3CCN(S(=O)(=O)c4cc(C)ccc4C)CC3)C2=O)cc1 (stereo unspecified)	3	-2	-4	-6	1	3	16*	12	2
O=C1OC(c2ccccc2)c2ccccc21 (stereo unspecified)	1	2	2	2	-3	-3	-0.3	1	-9
CSCCNC(=O)C1(C)CCN1C(=O)c1sccc1C (stereo unspecified)	1	2	-10	0	2	4	1.5	-1	9
COc1ccc(C)cc1NC(=O)CN(C)S(=O)(=O)c1ccc2c(c1)n(C)c(=O)c(=O)n2C	1	13	-10	8	-7	-3	-0.2	-10	10
Oc1ccccc1C1=Nc2ncnn2C(c2ccccc2)C1 (stereo unspecified)	1	4	5	-3	3	4	0.2	3	5
Oc1ccccc1Cn1nnc2ccccc21	2	-5	3	-1	5	13	2.5	1	12
CCc1nc2c(OCc3cc(Cl)cc(Cl)c3)cccn2c1N(C)C(=O)c1cccc(OC)c1	4	-12	-17	23	-2	-13	0.6	-14	5
Cc1ccc[n+](-c2nc3ccccc3nc2[N-]S(=O)(=O)c2ccccc2)c1	0	-6	-13	-4	1	2	0.1	-19	2
Cc1cccc(NC(=O)Cn2c(=O)n3nc(CCn4nc(C)cc4C)nc3c3ccccc32)c1	9	-14	-2	21	0	-11	6.3	4	10
CCOC(=O)c1c(NC(=O)Nc2cccc(Cl)c2)sc(C)c1C	0	-5	-1	17	-2	-8	0.1	11	-6

Ordered by length of the SMILES (lowest first): 6 of the compounds above.
SMILES	M4 ag	CHRM4 PAM	M4 antag	M5 antag	M5 ag	CHRM5 PAM	CHO-K1 Ca ag	CHO-K1 Ca antag	M1 PAM parental
Oc1ccccc1Cn1nnc2ccccc21	2	-5	3	-1	5	13	2.5	1	12
O=C(/C=C/c1ccccc1)NCC(=O)N/N=C/c1ccco1	0	3	-8	3	-4	-6	0.1	2	4
CCNC(=S)N=Nc1c(O)n(Cc2ccc(Cl)cc2)c2ccccc12	-1	-3	-6	1	-2	-3	0.2	13	-11
Cc1ccc[n+](-c2nc3ccccc3nc2[N-]S(=O)(=O)c2ccccc2)c1	0	-6	-13	-4	1	2	0.1	-19	2
Cc1cccc(NC(=O)Cn2c(=O)n3nc(CCn4nc(C)cc4C)nc3c3ccccc32)c1	9	-14	-2	21	0	-11	6.3	4	10
COc1ccc(C)cc1NC(=O)CN(C)S(=O)(=O)c1ccc2c(c1)n(C)c(=O)c(=O)n2C	1	13	-10	8	-7	-3	-0.2	-10	10

Later entries
SMILES	M4 ag	CHRM4 PAM	M4 antag	M5 antag	M5 ag	CHRM5 PAM	CHO-K1 Ca ag	CHO-K1 Ca antag	M1 PAM parental
COc1ccc(NC(=O)[C@@H](NC(=O)c2ccccc2F)C(C)C)cc1S(=O)(=O)N1CCOCC1	1	-1	-10	5	-4	4	1.0	-9	0
NC(N)=NS(=O)(=O)c1ccc(NC(=S)NC(=O)c2ccncc2)cc1	1	1	-16	6	-1	-5	-0.1	5	-7
CC(=O)N1c2ccc(S(=O)(=O)NCCC(=O)NC3CCCC(C)C3C)cc2CC1C (stereo unspecified)	6	8	-18	-1	0	-6	6.3	-21	21
O=[n+]1cc(-c2cccc3ccccc23)n([O-])c2c1CCC2	0	3	-2	-6	-1	1	0.3	-17	25
Cc1ccc2nc(NC(=O)CCn3c(=O)sc4ccccc43)sc2c1	3	-10	-2	0	-1	-5	0.0	-4	10
CCOc1ccccc1NC(=O)C(OC(=O)c1cnccn1)c1ccccc1 (stereo unspecified)	-1	2	3	5	2	-5	-0.1	1	3
COc1ccc(S(=O)(=O)NCC(=O)N(CC(=O)NCc2ccccc2)Cc2ccco2)cc1	1	-3	-20	5	-1	6	1.4	-5	-9
CCOc1ccc(-c2nc(CSc3nncs3)cs2)cc1OC	3	-4	4	-3	-1	3	1.9	-5	11
N=C(N)c1ccccc1	1&1	0&-4	-2&-9	-9&3	1&0	1&-4	-0.3&1.1	0&-6	-3&18
COC(=O)C1=C(N)N(c2ccccc2C(F)(F)F)C2=C(C(=O)CCC2)C1c1ccc2c(c1)OCO2 (stereo unspecified)	1	4	-10	-6	-6	-2	0.9	1	8
CCC(CC)C(=O)NCCc1ccc(OC)cc1	0	12	4	4	-2	-1	-0.1	-6	3
Cc1cccc(NC(=O)c2cccnc2Oc2ccccc2)c1C(=O)O	0	2	2	-2	-5	0	1.3	-12	16
COC(=O)c1ccc(OC(=O)c2ccccn2)cc1	2	10	6	-5	-5	3	0.5	-6	2
CC(NC(=O)C1CCCN1C(=O)c1cccs1)c1ccc(Cl)cc1Cl (stereo unspecified)	1	1	3	-6	1	3	0.6	-7	15
CC1C(=O)N2CCCc3cc(NC(=O)C(=O)NCCCc4ccccc4)cc1c32 (stereo unspecified)	2	-6	-12	-6	-2	0	0.8	-2	-13
COc1ccc(NCc2nnc(SCC(=O)Nc3nc(-c4ccccc4)cs3)n2-c2ccccc2)cc1	0	-3	3	0	1	1	5.3	-7	29
O=C(O)CC(c1ccccc1)N1C(=O)c2ccccc2C1=O (stereo unspecified)	0	-5	-3	12	1	-2	0.9	-15	19
C/C(=N\NC(=O)c1c(Cl)cnn1C)c1cccc(NC(=O)COc2ccccc2)c1	3	1	-4	3	-5	-8	0.2	11	-8
Cc1ccc2nc(C)c(C(=O)N/N=C/c3cccc([N+](=O)[O-])c3)cc2c1	0	0	2	9	0	-5	0.3	4	1
CC/C(O)=C(\C#N)c1nnc2n1CCCCC2	-1	-11	13	-10	-1	4	0.8	-12	17
CC(C)(C)C(=O)OCc1nc(-c2ccc(Cl)cc2)cs1	0	5	-8	10	4	-2	0.7	-12	15
C=CCN(c1cccc(C(F)(F)F)c1)S(=O)(=O)c1cccc(C(=O)OCC(=O)NCCC)c1	1	-1	-4	-3	-5	1	2.5	-8	19
CCOc1cc(NC2CS(=O)(=O)CC2O)c(OCC)cc1NC(=O)c1ccccc1 (stereo unspecified)	3	2	-1	4	1	-4	0.6	-6	13
N#C/C(=C\c1cn(CCOc2ccccc2)c2ccccc12)C(=O)NCc1ccco1	0	18	-9	0	-3	0	-0.3	5	10
CCOC(=O)CN1C(=O)C(Sc2n[nH]c(-c3ccccc3)n2)CCc2ccccc21 (stereo unspecified)	3	-1	-6	2	-2	-1	2.0	-21	4
O=C(CCl)Nc1cccn2ncnc12	2	10	-7	-3	0	-2	-0.2	-5	1
Cn1c(=O)c2c(SCc3ccccn3)nc(CC(C)(C)C)nc2n(C)c1=O	0	-9	-8	-1	0	-3	0.4	-1	11
C=CCNC(=O)CCCOc1ccc(C)cc1	1	6	1	-4	-2	4	-0.6	-6	18
Oc1ccc(C(=S)N2CCCC2)cc1	3	1	2	-4	-3	4	0.6	-10	22
COc1ccc(S(=O)(=O)N2CCC(C(=O)N[C@@H](C)C(=O)N3CCCCCC3)CC2)cc1	0	3	-8	-3	0	13	0.1	-17	8
COc1ccc(CN2CCC(Cc3ccccc3)CC2)c(C)c1C	2	-17	5	9	-8	-3	3.5	-9	25
N=c1c(S(=O)(=O)c2ccc(Cl)cc2)cc2c(=O)n3ccccc3nc2n1CCN1CCOCC1	1	1	2	-6	-6	0	0.5	2	16
Cc1cccc(OCC(=O)O/N=C(\N)c2ccc(Br)cc2)c1	0	-1	-3	6	-1	0	0.4	9	-16
CCN(CC)CC(O)COC(c1ccccc1)c1ccccc1 (stereo unspecified)	1	-20	-5	1	-18	-15	0.7	-16	-8
O=C(c1ccc(-n2cncn2)c([N+](=O)[O-])c1)N1CCN(S(=O)(=O)c2ccc(Cl)cc2)CC1	6	5	-14	5	-2	1	2.3	-19	14
Cc1ccnc(NC(=O)CCC(=O)N(CC(=O)NC(C)(C)C)c2ccc3c(c2)OCO3)c1	1	2	5	14	-3	-1	0.5	-13	5
CCCCNC(=O)C1c2ccccc2OCC(=O)N1CCCN1CCOCC1 (stereo unspecified)	0	0	8	3	1	-4	0.5	-13	11
O=C(CCN1C(=O)/C(=C\c2cccc(Br)c2)SC1=S)N1CCOCC1	1	2	2	0	-3	-6	1.0	-6	-3
O=C(Nc1ccccc1F)C(=Cc1sc(N2CCOCC2)nc1-c1ccccc1)C(=O)Nc1ccccc1F	1	9	1	-1	2	1	0.9	-3	16
Cc1cc(NC(=O)COC(=O)[C@H](Cc2ccccc2)NC(=O)c2ccco2)no1	1	6	-9	9	2	-6	0.6	-12	26
Cc1cc(C)cc(NC(=O)c2ccc(N3C(=O)C4CCCCC4C3=O)cc2)c1 (stereo unspecified)	6	3	-20	-5	-4	-3	3.3	-6	-10
Cc1ccc(Nc2cnn(C34CC5CC(CC(CC(=O)O)(C5)C3)C4)c(=O)c2Cl)c(Cl)c1	1	4	-2	3	-1	-4	0.6	-26	17
COCCN(CC(=O)Nc1cccc(C)c1C)C(=O)/C=C/c1ccc2c(c1)OCCO2	0	0	-4	6	2	0	0.2	-5	-3
O=C(CN1CCN(S(=O)(=O)c2ccc(F)c(Cl)c2)CC1)N1CCNC1=O	0	3	0	-1	1	-1	-0.3	-12	15
CN(C(=O)CSc1nncn1-c1ccccc1)C1CCS(=O)(=O)C1 (stereo unspecified)	0	9	4	-4	-1	4	0.2	13	10
CC1CCC(=C(C#N)C(=O)Nc2cccc(Cl)c2)CC1 (stereo unspecified)	2	-6	5	12	1	-6	1.8	2	-5
CCCc1cc(=O)[nH]c(SCC(=O)Nc2ccc3ccccc3c2)n1	2	10	-8	4	4	-1	0.5	-4	-12
CCOC(=O)c1cc2c(=O)n3ccccc3nc2n(Cc2ccco2)c1=NC(=O)c1cccc(OC)c1	1	3	-22	-8	7	12	-0.3	-17	16
O=C(O)c1n[nH]c2c1CC(C1CCCCC1)CC2 (stereo unspecified)	2	3	3	11	0	1	1.3	-6	19
COc1ccc(-c2nc(N)n(C(C)=O)n2)cc1	0	8	-5	-8	-3	2	-0.2	5	4
